# Screening data as filed in PubChem BioAssay.
# PTHR1 agonist: PTHR1 (human) receptor agonism. Potency, µM (series often up to 115 µM), without a hit: at the highest dose activation, actives largely listed as activators. HEK293 GP2 PTHR1 cells, GloSensor cAMP luminescence, 1 h. AID 743266. 410,000 tested, 0.075% active. Q03431; also: potency is read from the fitted curve at half-maximal effect; nearly all actives have a fitted effect of over 55% in size; some results filed as inactive show a strong effect at the top dose; inactives centre near -15; many of its hits are not listed in these tables
# Target sequence (Q03431 whole entry, looked up): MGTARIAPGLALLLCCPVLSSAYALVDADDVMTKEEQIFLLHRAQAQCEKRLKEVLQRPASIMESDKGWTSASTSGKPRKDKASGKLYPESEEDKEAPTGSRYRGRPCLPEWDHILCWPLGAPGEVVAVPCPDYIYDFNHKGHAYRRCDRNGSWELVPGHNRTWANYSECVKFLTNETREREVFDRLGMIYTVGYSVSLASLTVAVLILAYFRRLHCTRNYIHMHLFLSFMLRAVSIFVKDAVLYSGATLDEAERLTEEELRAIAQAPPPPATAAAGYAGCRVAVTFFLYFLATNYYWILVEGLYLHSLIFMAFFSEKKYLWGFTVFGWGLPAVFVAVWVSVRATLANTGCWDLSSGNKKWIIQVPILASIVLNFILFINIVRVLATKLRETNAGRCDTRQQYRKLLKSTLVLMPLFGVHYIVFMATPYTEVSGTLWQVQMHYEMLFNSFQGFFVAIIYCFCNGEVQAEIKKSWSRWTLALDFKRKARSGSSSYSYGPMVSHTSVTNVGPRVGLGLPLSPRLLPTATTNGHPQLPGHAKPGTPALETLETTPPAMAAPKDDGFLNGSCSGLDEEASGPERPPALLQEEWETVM
#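 HEK-293-derived GP2 cells expressing PTHR1 and a GloSensor cAMP reporter, 3,000/well, plated overnight, given luciferin plus IBMX (each 0.5 mM as added) for 1 h at 37 °C, then compound for 1 h at 37 °C. Luminescence was read after 15 min at room temperature.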
# GLP1R inv ag: inverse agonists of human GLP-1 receptor; P43220; HEK293 GLP-1R CRE-luciferase, luminescence, 24 h; GLP-1R form is constitutively active; Potency, µM (doses to about 38.3 µM), without a hit: top-dose activity change, negative = inhibition, hits mostly inhibitors; 410,000 tested, 1.6% active; AID 624417; also: potency is read from the fitted curve at half-maximal effect; % is scaled to controls: 0 for no effect and ±100 for the full control effect; nearly all actives have a fitted effect of over 55% in size
# Target sequence (P43220 whole entry, looked up): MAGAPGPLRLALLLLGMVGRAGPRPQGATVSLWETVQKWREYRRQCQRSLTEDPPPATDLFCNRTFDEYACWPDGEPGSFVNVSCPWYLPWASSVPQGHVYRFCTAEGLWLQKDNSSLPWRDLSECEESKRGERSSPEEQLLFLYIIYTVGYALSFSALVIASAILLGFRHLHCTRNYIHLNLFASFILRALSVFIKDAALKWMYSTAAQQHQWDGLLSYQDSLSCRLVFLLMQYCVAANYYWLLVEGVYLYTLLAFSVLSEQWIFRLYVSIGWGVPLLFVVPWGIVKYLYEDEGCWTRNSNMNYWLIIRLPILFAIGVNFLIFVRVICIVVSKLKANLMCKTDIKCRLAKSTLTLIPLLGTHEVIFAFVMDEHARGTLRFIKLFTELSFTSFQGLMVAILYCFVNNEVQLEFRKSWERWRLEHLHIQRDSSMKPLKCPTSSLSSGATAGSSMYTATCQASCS
#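 Using stably transfected HEK293 (constitutively active GLP-1R, cAMP-luciferase reporter), compounds were incubated 24 hr and luciferase measured by luminescence.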
# pAkt inh: blocks phosphorylation of Akt | Neuro2A IGF-stimulated pAkt S473 HTRF, 20 min; stronger effect = lower value | 360,000 tested, 0.32% active | AID 651550 | activity change, % for hits at 50 µM; in the data active = activity change below about -80%; inconclusive = mostly about -51% to -80%; also: % is scaled to controls: 0 for no effect and ±100 for the full control effect
#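 Neuro2A cells (4,500/well, DMEM with 0.5% FBS) were treated with compound at a single 50 µM final concentration, stimulated with 6 nM IGF for 20 min at 37 °C, and lysed. Phospho-Akt Ser473 was read by HTRF as 665/615 ratio ×10^4.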
# FUS suppressor: FUS proteinopathy suppression in yeast. S. cerevisiae FUS-expressing, growth rescue, OD600, 24 h. Potency, µM (titrated, usually from 76.6 µM), for inactives: at the top dose growth rescue (activation), usual class: activators. 390,000 tested, 0.24% active;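 also: potency is read from the fitted curve at half-maximal effect; plate controls were DMSO vehicle for no effect and reference control for full effect; nearly all actives have a fitted effect of over 55% in size; some results filed as inactive show a strong effect at the top dose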
#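 Cultures pregrown in 2.5% raffinose medium are shifted to minimal medium containing 2% galactose to express toxic FUS. Compounds are tested at several concentrations. After 24hr at 30C, growth is quantified at 600 nm absorbance.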
# HEK293 tox: cytotoxicity in counter-screen for GLP-1R inverse agonists | HEK293 cAMP-luciferase reporter cells, luminescence, 24 h | Potency, µM (highest dose often 38.3 µM), for the others: at the top dose activity change, negative = inhibition, usual class: inhibitors | 410,000 tested, 0.13% active;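 also: loss of luciferase light is scored as toxicity; potency is read from the fitted curve at half-maximal effect; % is scaled to controls: 0 for no effect and ±100 for the full control effect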
#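 1536-well qHTS counterscreen of the MLSMR; 200 cells/uL, 12 h pre-incubation, 23 nL cpd, 24 h at 37 deg C 5% CO2, luciferase detection reagent, 12 min RT, luminescence. Inhibition = undesired.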
# Abeta rescue: compounds reversing amyloid beta toxicity in yeast | 410,000 tested, 0.063% active | Potency, µM (top dose mostly 46.1 µM), without a hit: top-dose growth rescue, actives largely listed as activators | AID 1347071 | yeast expressing A-beta42, growth rescue, OD600, 48 h; response scale: 0% DMSO, 100% iron-clioquinol control; also: potency is read from the fitted curve at half-maximal effect; nearly all actives have a fitted effect of over 55% in size
#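 Growth rescue measured by 600 nm absorbance after 48 h yeast culture at 30 C with compound. Values normalized between DMSO and an equimolar ferric chloride plus clioquinol control.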
# aSyn rescue: rescues yeast growth from alpha-synuclein toxicity; Yeast expressing alpha-synuclein, growth rescue, BacTiter-Glo, 24 h; Potency, µM (highest dose often 46.1 µM), for the others: top-dose growth rescue (activation), usual class: activators; 370,000 tested, 0.14% active; AID 652106; also: potency is read from the fitted curve at half-maximal effect; % of control where 0% means no effect; nearly all actives have a fitted effect of over 65% in size
#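 Readout is rescue of growth in alpha-synuclein-expressing yeast, so inhibitors of toxicity appear as activators. Growth after 24 hr at 30 deg C in galactose medium is quantified by luminescence.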
# Mm-Cpn inhibitor: inhibitors of Methanococcus maripaludis chaperonin (MmCpn); purified Mm-Cpn ATPase, ADP Transcreener TR-FRET; Potency, µM (series often up to 76.9 µM), inactives show top-dose activity, negative = inhibition, hits mostly inhibitors; 330,000 tested, 0.031% active; also: potency is read from the fitted curve at half-maximal effect; % is scaled to controls: 0 for no effect and ±100 for the full control effect; nearly all actives have a fitted effect of over 80% in size
#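 ATPase read-out: TR-FRET ADP immunoassay (anti-ADP Eu cryptate vs ADP-d2), ex 320 nm, em 590/665 nm; signal drops as ADP forms. Enzyme 25 nM, ATP 10 uM, 30 min at 37°C after 10 min compound preincubation.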
# TDP43 rescue: rescues yeast growth from TDP-43 toxicity | AID 652104 | 410,000 tested, 1.8% active | TDP-43 expressing yeast growth rescue, BacTiter-Glo, 24 h | Potency, µM (doses to about 46.1 µM), for inactives: at the top dose growth rescue (activation), actives largely listed as activators; also: potency is read from the fitted curve at half-maximal effect; % of control where 0% means no effect; nearly all actives have a fitted effect of over 50% in size
#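 Yeast cells expressing TDP-43 under galactose induction are exposed to compounds for 24 hr at 30 deg C. BacTiter-Glo luminescence measures growth, so protective compounds score as activators.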
# Starred values were filed as active, the others as inactive; i = inactive; ? = inconclusive; . = no result given; & = joins results of further samples; [ ] = dose if it differs, or a comment. Unless noted, calls follow the shape of the dose curve; as a rule, active = well fitted curve in the direction sought with a large enough effect; inconclusive = small, poorly fitted or top-dose-only effect, or another doubt; inactive = no such curve, though single readings can be large; an effect the other way counts as inactive or inconclusive. A portion of the library; rates above refer to the full screens.
SMILES,PTHR1 agonist,GLP1R inv ag,pAkt inh,FUS suppressor,HEK293 tox,Abeta rescue,aSyn rescue,Mm-Cpn inhibitor,TDP43 rescue
COc1ccccc1CNC(=O)c1cc(-c2ccccc2C)nn1CC1CC(c2cccnc2)=NO1 (configuration not stated),i,-6%,i,27%,0%,0%,0%,1%,?
CCc1ccccc1S(=O)(=O)Cc1ccc(C(=O)NCCc2ccccc2)o1,-14%,?,i,8%,-1%,8%,4%,0%,15%
COc1ccccc1NC(=O)Cn1ncc2c1-c1ccccc1OC2,-7%,-11%,i,-26%,-3%,23%,8%,-3%,?
COc1ccc(N2CCN(C(=O)Nc3ccccc3Cl)CC2)cc1,i,-13%&-8%,i,5%&7%,2%&0%,-15%&-39%,-7%,3%,19%&29%
O=C(Cn1nc(-c2ccccc2)ccc1=O)NCCN1CCN(Cc2ccccc2)CC1,-16%[57.5 µM],-21%,i,-1%,0%,-9%,7%,1%,-8%
O=C(c1cc(COc2ccc(F)cc2F)on1)N1CCSCC1,-17%,?,i,-6%,-5%,4%,14%,0%,0%
CCN(CC)CCn1c(=S)[nH]c2ccc(Cl)cc2c1=O,4%,2%,i,-12%,?,-13%,-5%,0%,-21%
CNC(=O)C(=O)NCC(c1ccc2c(c1)OCO2)N1CCOCC1 (configuration not stated),?,36%[activator],.,0%,22%,-12%,.,.,3%
COc1ccccc1N1CCN(C(=O)c2ccc3[nH]c4c(c3c2)CC(C)CC4)CC1 (configuration not stated),-6%,?,i,?,?,-6%,?,0%,?
O=C(COc1ncnc2ccccc12)c1ccc2c(c1)OCCO2,-24%[57.5 µM],-30%,i,5%,5%,-1%,6%,-16%,-35%[inhibitor]
Cc1cc(NC(=O)CN2C(=O)NC(CC(C)C)C2=O)no1 (configuration not stated),-24%,5%,i,-15%,0%,-4%,0%,1%,22%
CCCC(CCC)c1nnc(NC(=O)c2ccco2)s1,-4%,3%,i,6%,-6%,-78%[inhibitor],-37%[inhibitor],1%,-65%[inhibitor]
CCOc1ccc(-c2nnc(N3CCOCC3)c3ccccc23)cc1,i,?,i,-10%,1%,-23%,3%,2%,20%
Cc1cccc(NC(=O)C2CCN(S(=O)(=O)c3ccc4ccccc4c3)CC2)n1,i,?,i,11%,-3%,18%,-2%,2%,0%
CCOC(=O)C1=CN(Cc2cccc(Br)c2)S(=O)(=O)N(CC)C1C (configuration not stated),-23%,?,i,4%,2%,-3%,-3%,-1%,-20%
COc1cc(/C=C/c2nc(-c3ccccc3O)n[nH]2)cc(OC)c1OC,-37%[inhibitor],?,i,.,?,-46%[inhibitor],13%,-2%,16µM*
COc1ccccc1N1CCN(C2CCCN(C(=O)CN3CCCC3=O)C2)CC1 (configuration not stated),i,14%,i,.,17%,-6%,-4%,-4%,5%
CCOC(=O)C1CCCN(c2ncnc3c2nnn3C)C1 (configuration not stated),i,31%,.,-6%,1%,-25%,.,.,-5%
CCCc1n[nH]c2c1/C(=N/O)CC(c1ccccc1)C2 (configuration not stated),-4%[57.5 µM],?,i,32%,-31%,-8%,-9%,-3%,-9%
FC(F)(F)c1nnc2ccc(N3CCCC3)nn12,2%[57.5 µM],1%,i,-14%,-4%,3%,-6%,-1%,8%

# Eleven entries from above, with tabs.
structure	PTHR1 agonist	GLP1R inv ag	pAkt inh	FUS suppressor	HEK293 tox	Abeta rescue	aSyn rescue	Mm-Cpn inhibitor	TDP43 rescue
CNC(=O)C(=O)NCC(c1ccc2c(c1)OCO2)N1CCOCC1 (configuration not stated)	?	36%[activator]	.	0%	22%	-12%	.	.	3%
COc1ccccc1N1CCN(C(=O)c2ccc3[nH]c4c(c3c2)CC(C)CC4)CC1 (configuration not stated)	-6%	?	i	?	?	-6%	?	0%	?
O=C(COc1ncnc2ccccc12)c1ccc2c(c1)OCCO2	-24%[57.5 µM]	-30%	i	5%	5%	-1%	6%	-16%	-35%[inhibitor]
Cc1cc(NC(=O)CN2C(=O)NC(CC(C)C)C2=O)no1 (configuration not stated)	-24%	5%	i	-15%	0%	-4%	0%	1%	22%
CCCC(CCC)c1nnc(NC(=O)c2ccco2)s1	-4%	3%	i	6%	-6%	-78%[inhibitor]	-37%[inhibitor]	1%	-65%[inhibitor]
CCOc1ccc(-c2nnc(N3CCOCC3)c3ccccc23)cc1	i	?	i	-10%	1%	-23%	3%	2%	20%
Cc1cccc(NC(=O)C2CCN(S(=O)(=O)c3ccc4ccccc4c3)CC2)n1	i	?	i	11%	-3%	18%	-2%	2%	0%
CCOC(=O)C1=CN(Cc2cccc(Br)c2)S(=O)(=O)N(CC)C1C (configuration not stated)	-23%	?	i	4%	2%	-3%	-3%	-1%	-20%
COc1cc(/C=C/c2nc(-c3ccccc3O)n[nH]2)cc(OC)c1OC	-37%[inhibitor]	?	i	.	?	-46%[inhibitor]	13%	-2%	16µM*
COc1ccccc1N1CCN(C2CCCN(C(=O)CN3CCCC3=O)C2)CC1 (configuration not stated)	i	14%	i	.	17%	-6%	-4%	-4%	5%
CCOC(=O)C1CCCN(c2ncnc3c2nnn3C)C1 (configuration not stated)	i	31%	.	-6%	1%	-25%	.	.	-5%

# Remaining list, next part:
SMILES,PTHR1 agonist,GLP1R inv ag,pAkt inh,FUS suppressor,HEK293 tox,Abeta rescue,aSyn rescue,Mm-Cpn inhibitor,TDP43 rescue
Cc1ccc(OCC(O)CN2C(=O)NC(C)(C)C2=O)c(C)c1 (configuration not stated),-20%,-15%,i,5%,4%,5%,-4%,2%,10%
Cc1ccc(C(=O)N2CCc3cc(CNC(=O)COc4ccccc4)ccc32)cc1,-12%,?,.,44%,-18%,13%,.,.,?
O=C(Nc1ccc(F)cc1F)c1c(C(F)(F)F)ccnc1Oc1cccc(C(F)(F)F)c1,-16%,?,i,?,11%,14%,6%,0%,11%
CCCNC(=O)CCc1cc(C(C)(C)C)c(O)c(C(C)(C)C)c1,0%,?,i,-11%,3%,14%,-2%,-2%,12%
O=C(CN1/C(=C(/O)c2ccccc2)C(=O)c2ccccc2S1(=O)=O)c1ccccc1,-24%,-17%,i,10%,-13%,-18%,?,0%,?
O=C(CCC1CCCN(C(=O)c2cc(F)ccc2F)C1)N1CCN(c2ccccn2)CC1 (configuration not stated),-36%[inhibitor],-18%,i,-40%,7%,-1%,-5%,.,7%
CC(OC(=O)CNC(=O)c1ccc(Cl)cc1)C(=O)NC1CCCCC1C (configuration not stated),7%,-11%,i,16%,-1%,5%,1%,-1%,-19%
COC(=O)c1ccc(COC(=O)c2ccccn2)cc1,-24%,7%,i,-10%,-10%,7%,-6%,-8%,-2%
O=C(COc1ccc(Br)cc1)N(CCO)CCO,-14%,6%,i,-12%,0%,-12%,0%,0%,-7%[9.22 µM]
COC(=O)Nc1ccc(S(=O)(=O)n2cnc3ccccc32)cc1,i,-1%,i,29%,3%,-23%,9%,1%,-20%

# Overlap with the part before: 2 compounds, followed by the next part.
SMILES,PTHR1 agonist,GLP1R inv ag,pAkt inh,FUS suppressor,HEK293 tox,Abeta rescue,aSyn rescue,Mm-Cpn inhibitor,TDP43 rescue
O=C(COc1ccc(Br)cc1)N(CCO)CCO,-14%,6%,i,-12%,0%,-12%,0%,0%,-7%[9.22 µM]
COC(=O)Nc1ccc(S(=O)(=O)n2cnc3ccccc32)cc1,i,-1%,i,29%,3%,-23%,9%,1%,-20%
C/C(N)=C(/C#N)C(=O)COc1ccc(Cl)cc1Cl,-18%,-14%,i,-13%,3%,10%,10%,-1%,?
c1csc(-c2nnc(N3CCCCCC3)c3ccccc23)c1,-5%,?,i,12%,14%,-30%,0%,0%,-21%
Nc1nc(Cl)nc(N(c2ccccc2)c2ccccc2)n1,11%,18%,i,-9%,18%,6%,-5%,1%,6%
O=C(Nc1ccccc1)C1C2CCCCC21 (configuration not stated),-1%,-30%,i,21%,7%,2%,1%,-2%,-23%
O=C(Nc1ccc(F)c(Cl)c1)c1cc(C2CCCCN2C(=O)c2ccccc2)on1 (configuration not stated),i,?,i,?,-16%,-3%,2%,.,15%
COc1ccc(C2CC(c3ccc(Cl)cc3)=NN2C(=O)c2cccc([N+](=O)[O-])c2)cc1 (configuration not stated),-3%,?,i,4%,41%[activator],7%,7%,3%,22%
CC(CC(=O)OCC(=O)NC1CCS(=O)(=O)C1)c1ccccc1 (configuration not stated),?,2%,i,24%,-1%,-21%,-7%,-1%,-6%
CCN(CC)c1cc2c(c3c1ccn3C)C1CCC2C1 (configuration not stated),-15%,-9%,i,-1%,-5%,-2%,8%,.,12%
